Lmaj promast – Leishmania major promastigote growth inhibition, primary screen | hit rate 9% among 200,000 | Leishmania major promastigotes, resazurin fluorescence viability | inhibition, % at 10 µM; in the data active = inhibition above about 50%;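 also: promastigotes grown with compound for 44 hours at 28 °C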
PPARg SRC-1 ag – PPARgamma agonists recruiting SRC-1 coactivator, primary screen, biochemical | hit rate 0.41% among 200,000 | activation, % at 8 µM | AID 631, 2007 | PPARgamma-SRC-1 coactivator recruitment biochemical assay | Peroxisome proliferator-activated receptor gamma (Homo sapiens), P37231; in the data active = activation above about 19%;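 also: 0% = DMSO and 100% = reference agonist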
S1P3 antagonist – S1P3 receptor antagonists, primary screen, cell-based; Sphingosine 1-phosphate receptor 3 (Homo sapiens), Q99500; CHO S1P3 NFAT-BLA reporter, FRET fluorescence, antagonist mode; inhibition, % at 4.98 µM; hit rate 0.27% among 170,000;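 active = inhibition above the plate cutoff, the mean inhibition of test wells on that plate plus 3 SD, cut at about 28% in these data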;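 also: cells challenged with S1P at its EC80 of 0.8 µM; blue over green emission ratio from cleaved BLA substrate after 4 h stimulation; 0% = S1P-stimulated wells and 100% = unstimulated DMSO-only wells; some compounds past the cut are filed as inactive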
Target sequence (Q99500 whole entry, looked up): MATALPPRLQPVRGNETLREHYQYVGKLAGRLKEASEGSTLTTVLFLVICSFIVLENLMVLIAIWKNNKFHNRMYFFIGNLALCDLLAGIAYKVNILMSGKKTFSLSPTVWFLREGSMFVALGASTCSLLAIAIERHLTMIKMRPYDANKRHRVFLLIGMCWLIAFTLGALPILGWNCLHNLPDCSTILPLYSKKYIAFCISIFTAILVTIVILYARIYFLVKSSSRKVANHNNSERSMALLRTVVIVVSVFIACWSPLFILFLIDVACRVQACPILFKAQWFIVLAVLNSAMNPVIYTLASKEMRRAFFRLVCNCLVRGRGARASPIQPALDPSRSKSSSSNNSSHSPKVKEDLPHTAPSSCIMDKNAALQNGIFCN
SRC2 TRFRET art – TR-FRET signal artefacts, primary screen, artefact control for PPARgamma SRC-2 agonist project, biochemical; TR-FRET artefact counter-screen; stronger effect = higher value; hit rate 0.4% among 200,000; TR-FRET ratio at 8 µM; in the data active = TR-FRET ratio above about 2000; also: inactives centre near 1500
PPARg SRC-2 ag – agonists of PPARg-SRC-2 recruitment, primary screen, biochemical, HTS | Peroxisome proliferator-activated receptor gamma (Homo sapiens), P37231 | PPARgamma LBD-SRC-2 recruitment | activation, % at 8 µM | hit rate 0.34% among 200,000 | AID 1032, 2008; in the data active = activation above about 22%;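 also: 0% = vehicle and 100% = reference agonist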
TLR4-MyD88 BLA – inhibitors of TLR4-MyD88 association in cells, primary screen, cell-based, HeLa CL3-4, BLA complementation, FRET ratio; Toll-like receptor 4 (Homo sapiens) + Myeloid differentiation primary response protein …; HeLa CL3-4 TLR4/MyD88 BLA complementation; inhibition, % at 8.4 µM; hit rate 0.18% among 200,000; AID 861, 2007; in the data active = inhibition above about 25%;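 also: 0% = vehicle and 100% = reference inhibitor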
bIAP inhibitor – bovine intestinal alkaline phosphatase inhibitors, primary screen, selectivity assay for TNAP inhibitor project, biochemical, bovine IAP, CDP-star luminescence. alkaline phosphatase, intestinal [Bos taurus]. purified bovine IAP, 30 min. inhibition, % at 20 µM. 190,000 tested, under 10 active;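 active = over 50% inhibition of intestinal alkaline phosphatase at 20 µM in the single-dose screen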
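Assay system – bovine IAP enzyme · Quantity – bovine IAP at 1/65,000,000 final dilution · Detection – CDP-star luminescence signal · Times – 30 min reaction at room temperature · Also added – CDP-star substrate at 30 µM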
ROMK mod – ROMK potassium channel modulators, primary screen, cell-based, thallium flux, MLSMR library; hit rate 2% among 130,000; AID 1918, 2009; B-score at 10 µM; ATP-sensitive inward rectifier potassium channel 1 (Homo sapiens), P48048; Tet-inducible ROMK, thallium flux fluorescence; actives lie on both sides;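 active = signal ratio slope over the read window, or its plate-corrected B-score, at least 3 SD from the plate mean, either direction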;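 also: B-score of the F/F0 ratio slope over 7 to 12 s after thallium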
Target sequence (P48048 whole entry, looked up): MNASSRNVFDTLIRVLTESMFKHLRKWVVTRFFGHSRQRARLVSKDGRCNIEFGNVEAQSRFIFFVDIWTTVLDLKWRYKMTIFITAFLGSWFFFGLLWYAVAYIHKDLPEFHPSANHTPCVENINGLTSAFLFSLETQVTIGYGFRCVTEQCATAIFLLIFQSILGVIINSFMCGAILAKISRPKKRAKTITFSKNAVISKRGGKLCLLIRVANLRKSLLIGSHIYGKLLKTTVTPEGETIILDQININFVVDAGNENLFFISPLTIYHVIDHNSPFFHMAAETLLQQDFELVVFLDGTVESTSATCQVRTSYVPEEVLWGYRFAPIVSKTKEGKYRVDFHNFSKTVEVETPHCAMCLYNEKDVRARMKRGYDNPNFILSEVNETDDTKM
bIAP act – bovine intestinal alkaline phosphatase activators, primary screen, biochemical, bovine IAP, CDP-star luminescence; purified bovine IAP, 30 min; stronger effect = higher value; fold of DMSO-control signal, blank-subtracted; activation factor at 20 µM; alkaline phosphatase, intestinal [Bos taurus]; hit rate 0.17% among 200,000;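 active = activation factor of 2 or more at 20 µM, a signal rise over negative controls twice the positive control's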
PPARg SRC-3 ag – PPARgamma agonists recruiting SRC-3 coactivator, primary screen, biochemical. Peroxisome proliferator-activated receptor gamma (Homo sapiens), P37231. biochemical PPARgamma/SRC-3 coactivator recruitment assay. activation, % at 8 µM. hit rate 0.26% among 200,000. AID 731, 2007; in the data active = activation above about 23%;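 also: 0% = DMSO and 100% = reference agonist; some compounds past the cut are filed as inactive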
Redox H2O2 prof – compounds producing H2O2 with reducing agent – biochemical, NIH compound library profiling, artefact control for MLSCN library redox annotation, primary screen. DTT-dependent redox cycling H2O2, phenol red/HRP absorbance; 100% = 100 µM peroxide control, 0% = buffer. activation, % at 10 µM. hit rate 0.03% among 200,000. AID 878, 2007;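 active = activation of at least 50% relative to the plate's high and low controls in the primary single-dose screen; inactive = activation below 50%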;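 also: compound incubated with DTT at 0.8 mM final as the reducing agent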
* hit, by the source's call; / = no result given.

SMILES	Lmaj promast	PPARg SRC-1 ag	S1P3 antagonist	SRC2 TRFRET art	PPARg SRC-2 ag	TLR4-MyD88 BLA	bIAP inhibitor	ROMK mod	bIAP act	PPARg SRC-3 ag	Redox H2O2 prof
Cc1ccc(-n2c(=O)cc(N3CC(C)OC(C)C3)[nH]c2=O)cc1 (stereo not drawn)	-1.2	1.8	-5.6	1447	1.5	-3.7	13.3	0.755	0.9	4.5	-2.6
Cc1ccc(NC(=O)CN(c2ccc(Cl)cc2)S(=O)(=O)c2cc([N+](=O)[O-])ccc2Cl)cc1	59.1*	7.7	-2.6	1460	8.1	4.7	3.2	-0.365	1	1.6	1.3
COc1cccc(C2C(C#N)=C(N)OC(C(C)(C)C)=C2C#N)c1 (stereo not drawn)	4.0	-6.3	-1.4	1434	1.4	2.0	15.6	-1.46	0.8	-0.2	-0.2
COc1ccc(NC(=O)Cn2nnc(C(=O)NCCc3ccccc3)c2N)cc1	-9.5	7.0	5.4	1676	5.5	-26.7	9.9	0.26	0.9	1.9	-0.6
CCOC(=O)C1=C(C)NC(C)=C(C(=O)OCC)C1c1cc2ccc(C)cc2[nH]c1=O	25.2	-5.3	13.4	1686	0.6	-1.2	-37.9	0.02	1.4	-5.5	2.1
CC1CCC2(CC1)NC(=O)N(CC(=O)NCc1cccs1)C2=O (stereo not drawn)	-3.0	1.5	5.5	1334	2.2	1.6	/	/	0.3	-1.4	-0.2
CCc1ccc(/C=C/C(=O)c2ccc(N3CCOCC3)cc2)cc1	-5.5	-1.5	-6.8	1588	8.7	6.3	13.8	/	0.9	-4.9	1.5
COc1cc(-c2nc(-c3ccccc3)c(-c3cccs3)[nH]2)cc(OC)c1O	47.4	-4.5	/	1474	4.3	-8.9	-14.6	0.532	1.1	-2.6	-0.2
Cc1cccc(NC(=O)C(NS(=O)(=O)c2ccc3c(c2)CCC(=O)N3)c2ccccc2)n1 (stereo not drawn)	-2.0	3.9	10.1	1600	5.0	-8.1	-6.2	0.413	1.1	6.6	-0.4
CC(C)CC(=O)NC(=S)NNC(=O)c1ccc(NC(=O)C2CCCCC2)cc1	0.9	-1.3	-7.8	1494	-0.7	3.8	-35.8	/	1.4	1.4	0.3
COc1cccc(NC(=O)CN(C)C(C)C(=O)Nc2ccc(C(C)=O)cc2)c1 (stereo not drawn)	3.4	4.7	-5.6	1705	-2.9	-12.1	-5.0	-0.0676	1.1	2.3	-0.7
COc1ccc(CNC2CCCC2)c(OC)c1OC	-3.8	6.6	/	1503	9.3	-2.1	12.4	-0.532	0.9	0.8	0.1
CN1CCN(C(c2cccc(C(F)(F)F)c2)c2nnnn2Cc2ccccc2)CC1 (stereo not drawn)	2.7	2.3	-17.9	1692	6.1	0.1	14.1	/	0.9	-1.4	-3.2
CCN1CCN(CC(=O)Nc2cc3c(cc2C(C)=O)OCO3)CC1	5.1	10.6	4.9	1682	12.0	-9.4	-2.7	-0.393	1	3.4	-2.1
Cn1c(N)c(C(=O)c2ccc(C#N)cc2)c(=O)n(C)c1=O	-3.3	-2.1	-7.2	1472	3.8	8.5	17.3	/	0.8	3.0	0.1
CC(=O)Nc1ccc(S(=O)(=O)NCC(=O)OCC(=O)c2cc(C)n(-c3ccc4c(c3)OCO4)c2C)cc1	10.2	-0.8	-12.9	1542	-1.6	-7.9	9.0	0.043	0.9	4.2	0.1
CCC(=O)Nc1cc(-c2nn(C)c(=O)c3ccccc23)ccc1N1CCCCC1	34.5	4.8	/	1626	1.2	1.6	-7.4	-0.0158	1.1	9.4	0.3
COCC(=O)NCCSc1c(C)[nH]c2ccccc12	-6.2	1.8	/	1555	0.4	4.3	-8.5	/	1.1	5.5	-0.2
O=C(NCCc1cn2ccccc2n1)c1cc(COc2c(F)cccc2F)on1	51.6*	9.4	11.5	1702	6.7	5.7	-14.1	/	1.1	5.6	0.4
COC(=O)C1=C(C)N(C)C(=S)NC1c1ccc(OC)cc1OC (stereo not drawn)	5.1	5.7	4.7	1609	-8.4	2.8	22.3	0.423	0.8	1.3	-1.9
Cc1c(NC(=O)CSc2ccccc2C(=O)Nc2cccnc2)c(=O)n(-c2ccccc2)n1C	-3.0	0.3	11.0	1332	-9.0	-9.8	8.4	/	0.9	-12.3	-0.1
Cc1cccc(/C=C2\Oc3cc(OS(C)(=O)=O)ccc3C2=O)c1	9.3	6.5	3.0	1596	-0.8	5.0	4.5	/	1	0.3	1.2
Cc1ccccc1-n1c(=O)c2c(n3cnnc13)-c1ccccc1CC21CCCCC1	11.1	-2.7	/	1576	1.4	-7.2	3.6	/	1	-2.2	-3.8
O=C(/C=C/c1cccc(O)c1)c1cccnc1	98.6*	11.6	2.0	1734	5.5	3.7	0.1	-2.67	1	5.2	-0.7
CCN1CCCC1CN(Cc1cc2cc(OC)ccc2[nH]c1=O)C(=O)NCc1ccccc1 (stereo not drawn)	-4.4	-0.6	3.2	1370	-1.3	4.9	0.4	-1.83	1	-15.5	4.1
O=C(Nc1ccccn1)c1ccc2c(c1)OCO2	-2.4	10.4	-1.4	1558	-1.5	-1.1	-0.5	-0.242	1	-0.5	-1.7
Cc1cc(NCc2ccccn2)nc2ccccc12	29.1	8.3	/	1576	1.7	-9.5	12.3	0.225	0.9	-9.0	-0.1
C=CCOC(=O)C(C#N)c1nc2ccccc2nc1N1CCN(c2ccccc2OCC)CC1 (stereo not drawn)	10.3	1.1	1.2	1674	4.1	8.0	14.6	-0.381	0.9	-3.6	0.5
COc1ccc(C2C3=C(Nc4ncnn42)c2ccccc2CCC3)cc1 (stereo not drawn)	5.1	6.3	/	1522	6.5	3.2	0.6	/	1	0.1	-0.6
CC(C)(CNC(=O)c1ccc(S(=O)(=O)N2CCCC2)cc1)N1CCOCC1	0.2	3.9	-13.3	1702	3.4	5.0	-1.3	-0.00201	1	3.0	-0.3
CC1CN(S(=O)(=O)c2ccc(C(=O)Nc3sc4c(c3C(N)=O)CCN(C)C4)cc2)CC(C)O1 (stereo not drawn)	1.0	3.2	-15.2	1599	2.2	4.9	5.0	/	0.9	1.1	0.2
C1CCC(NC2=NCCC2)CC1	-4.3	4.3	/	1635	0.4	-0.1	-4.2	/	1	8.0	0.8
Cc1ccc(-n2ncc3c(NNC(=O)c4cccs4)ncnc32)cc1	-3.5	0.3	-0.6	1691	1.3	1.7	-18.7	0.0926	1.2	4.8	0.2
CC1CCCN(C(=S)NCCc2ccccc2)C1 (stereo not drawn)	-0.8	5.5	/	1574	-1.4	0.1	8.9	/	0.9	1.5	1.5
Cc1ccn(CCC(=O)O)n1	-3.9	7.0	0.0	1410	3.0	-20.5	-16.3	/	1.2	2.0	-1.1
CCNC(=O)CSc1nnc(CN2CCCCCC2=O)n1-c1ccccn1	-9.5	-0.2	-6.5	1633	-4.3	11.1	-19.7	0.803	1.2	-1.0	-0.3
O=C(CN1C2=NCCN2c2ccccc21)c1ccco1	-4.7	3.6	4.4	1286	1.4	-3.5	9.9	1.2	0.9	-12.7	2.0
CCN(CC)c1ccc(NC(=O)Nc2ccc(C(C)=O)cc2)cc1	-7.7	15.3	15.6	1480	15.6	-1.4	9.1	/	0.9	19.7	0.4
CC(C)(C)Cc1nnc(NC(=O)Cc2ccc([N+](=O)[O-])cc2)s1	-6.0	3.9	7.5	1560	0.6	-8.8	-32.9	0.42	1.3	3.4	0.0
CCOC(=O)c1ccc(CNC(=O)c2cc(C(C)(C)C)oc2C)o1	-0.1	3.1	14.4	1410	-0.5	2.0	9.1	/	0.9	8.3	-0.1
COCC(=O)Nc1nnc(COc2ccccc2)s1	0.8	-0.1	5.0	1273	-7.0	2.1	2.6	0.013	1	1.3	-0.2
CCOC(=O)c1sc(NS(=O)(=O)c2ccccc2Cl)nc1C	-6.5	1.7	/	1577	12.1	6.8	6.9	-0.29	0.9	1.8	0.2
CC1=NN(C(=O)Cc2ccc([N+](=O)[O-])cc2)C(O)(c2cccnc2)C1 (stereo not drawn)	-3.8	5.6	/	1471	1.0	0.3	14.6	/	0.9	0.1	0.1
CS(=O)(=O)c1nc(-c2ccccc2)cc(C(F)(F)F)n1	2.4	13.0	/	1598	6.8	30.8*	/	/	0.4	12.0	-1.6
COc1ccc(C2CC(=O)N3C(=C2C#N)SCC3(O)c2ccccc2)cc1 (stereo not drawn)	48.9	-2.6	-5.6	1500	9.7	-1.9	-5.8	/	1.1	0.9	-0.4

TLR4-MyD88 BLA, hit marks shown above
Compound,S1P3 antagonist,TLR4-MyD88 BLA,bIAP inhibitor,ROMK mod,bIAP act,Redox H2O2 prof
CS(=O)(=O)c1nc(-c2ccccc2)cc(C(F)(F)F)n1,/,30.8*,/,/,0.4,-1.6

The list continues:
SMILES	Lmaj promast	PPARg SRC-1 ag	S1P3 antagonist	SRC2 TRFRET art	PPARg SRC-2 ag	TLR4-MyD88 BLA	bIAP inhibitor	ROMK mod	bIAP act	PPARg SRC-3 ag	Redox H2O2 prof
CCN(CC)S(=O)(=O)c1ccc(N2CCOCC2)c(NC(=O)c2cc([N+](=O)[O-])ccc2Cl)c1	6.9	-3.1	-6.5	1639	6.9	-6.2	7.8	-0.218	0.9	1.1	-2.1
Cc1cccc(N2CCN(C(=O)CCCn3c(=S)[nH]c4cc5c(cc4c3=O)OCO5)CC2)c1C	64.0*	-3.0	/	1588	-1.7	4.9	-6.5	1.74	1.1	5.8	-0.2
CC(C)C[C@H](NC(=O)Nc1cccc(Br)c1)C(=O)O	16.0	1.3	11.9	1567	4.9	1.3	-7.2	-0.0724	1.1	0.4	0.1
Cc1nn(C(C)(C)C)c(OC(=O)c2cccs2)c1Sc1ccccc1	2.4	1.3	/	1687	6.3	10.2	1.3	-0.0584	1	-1.9	0.1
CC(C)(C)NCC(O)COc1c(F)cc(Br)cc1F (stereo not drawn)	-19.8	3.7	/	1437	-0.3	-0.1	3.8	-1.52	1	-4.4	0.0
CCOc1ccc(NC(=O)CSc2nc(-c3cccs3)cc(C(F)(F)F)n2)c([N+](=O)[O-])c1	-7.6	0.3	-8.6	1530	7.0	-1.7	-3.2	0.409	1	6.4	-0.3
O=C(/C=C/c1ccc(Cl)cc1)N1CCN(c2ccccn2)CC1	2.9	3.0	-6.8	1525	3.2	-12.9	1.7	/	1	-3.4	0.5
O=C(c1cccc(S(=O)(=O)N2CCc3ccccc3C2)c1)N1CCN(c2ccccc2)CC1	-5.5	3.1	-3.4	1593	7.6	-3.5	-22.7	-0.165	1.2	6.2	0.5

Bioassay records from PubChem.
